# 15-hLO-2 inh – blocks human 15-lipoxygenase 2 activity; actives 0.56% (n = 110,000); O15296; purified 15hLO-2, xylenol orange hydroperoxide absorbance; AID 881; Potency, µM (titrated, usually from 57.1 µM), without a hit: at the highest dose activity change, negative = inhibition, hits mostly inhibitors; also: potency is read from the fitted curve at half-maximal effect; nearly all actives have a fitted effect of over 60% in size; many of its hits are not listed in these tables
# Target sequence (O15296 whole entry, looked up): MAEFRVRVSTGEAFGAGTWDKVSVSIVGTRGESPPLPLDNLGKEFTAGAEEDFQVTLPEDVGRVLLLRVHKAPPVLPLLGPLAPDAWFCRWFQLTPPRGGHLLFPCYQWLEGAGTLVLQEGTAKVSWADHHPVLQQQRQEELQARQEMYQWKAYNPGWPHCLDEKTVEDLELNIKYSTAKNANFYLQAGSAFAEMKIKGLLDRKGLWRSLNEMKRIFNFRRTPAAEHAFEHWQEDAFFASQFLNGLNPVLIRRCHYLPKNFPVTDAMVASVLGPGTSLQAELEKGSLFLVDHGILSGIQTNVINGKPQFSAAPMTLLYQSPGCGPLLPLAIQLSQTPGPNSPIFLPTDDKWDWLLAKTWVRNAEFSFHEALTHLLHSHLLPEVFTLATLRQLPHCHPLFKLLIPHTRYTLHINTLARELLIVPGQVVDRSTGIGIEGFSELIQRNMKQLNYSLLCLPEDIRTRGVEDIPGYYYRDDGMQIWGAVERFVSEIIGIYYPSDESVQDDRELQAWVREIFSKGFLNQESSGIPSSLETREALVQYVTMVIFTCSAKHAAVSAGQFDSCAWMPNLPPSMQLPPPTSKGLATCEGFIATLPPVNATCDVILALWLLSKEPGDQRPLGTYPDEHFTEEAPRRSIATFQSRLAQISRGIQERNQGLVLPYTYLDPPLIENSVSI
#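 Screening format was qHTS against 50 nM purified 15hLO-2 in Hepes pH 7.5 with detergent. Activity follows hydroperoxide formation from 45 uM arachidonic acid, measured as 573:405 nm absorbance ratio of the ferric-xylenol orange complex.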
# PNC inhibitor – inhibitors of perinucleolar compartment assembly | PC3M PTB-GFP, PNC prevalence imaging, 16 h; stronger effect = lower value | activity change (PNC), negative = inhibition, % at 10 µM | actives 3.1% (n = 140,000);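 active = readout at or below -70, meaning at least 70% loss of cells showing the perinucleolar compartment, a nuclear body marking cancer cells; inconclusive = readout between -30 and a set limit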;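 also: plate controls were DMSO wells for no effect and camptothecin positive control wells for full effect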
#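 PC3M cells stably expressing PTB-GFP, 750–1000 cells/well, treated 16 h at 37 °C with compound (23 nl of library stock), in duplicate. After paraformaldehyde fixation and Hoechst stain, imaged at 20x; PNC prevalence scored by image analysis.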
# IMPase inh – IMPase inhibition in cells; P97697; CHO-M1 cells, IP1 accumulation, HTRF TR-FRET ratio; inhibition (IP1 accumulation), % at 46.1 µM; 120,000 tested, under 10 active; AID 901; active = well fitted curve in the direction sought with a large enough effect in the signal ratio, not every such curve was filed as active; inconclusive = small, poorly fitted or top-dose-only effect, or a change in a side signal; inactive = no such curve, though single readings can be large or run the other way; the % refers to the signal ratio;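 also: cells stimulated with carbachol in lithium chloride buffer; plate controls were DMSO basal wells for no effect and reference inhibitor wells for full effect; higher means more IMPase inhibition seen as more IP1 and lower FRET ratio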
# Target sequence (P97697 whole entry, looked up): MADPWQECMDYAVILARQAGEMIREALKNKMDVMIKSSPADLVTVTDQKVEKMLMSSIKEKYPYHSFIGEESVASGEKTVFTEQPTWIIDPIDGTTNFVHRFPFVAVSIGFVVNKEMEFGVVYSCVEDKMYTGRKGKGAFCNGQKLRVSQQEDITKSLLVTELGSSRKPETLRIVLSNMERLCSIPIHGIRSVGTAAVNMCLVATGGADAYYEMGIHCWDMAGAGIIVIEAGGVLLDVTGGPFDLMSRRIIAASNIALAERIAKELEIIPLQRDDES
#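 Carbachol-driven Gq signalling in CHO-M1 cells (2000/well) generates IP1. Compounds that block IMPase raise IP1 and so reduce the FRET signal from Eu-anti-IP1 and d2-IP1 after a 10 min room-temperature lysis.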
# 12-hLO inh – inhibitors of human 12-lipoxygenase (ALOX12) | P18054 | purified 12-hLO, xylenol orange hydroperoxide absorbance | Potency, µM (titrated, usually from 57.1 µM), for inactives: top-dose activity change, negative = inhibition, most hits filed as inhibitors | actives 0.12% (n = 150,000); also: potency is read from the fitted curve at half-maximal effect; nearly all actives have a fitted effect of over 55% in size; many of its hits are not listed in these tables
#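 150 nM 12hLO, 25 mM Hepes pH 7.0 + 0.01% Triton X-100; cpd preinc 15 min RT; 40 uM arachidonic acid, 30 min RT; Fe-XO 30 min; A573/A405 ratio as read-out.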
# Starred values were filed as active, the others as inactive; ? = inconclusive; . = not tested or not shown; & = joins results of further samples; [ ] = remark or other dose. Unless noted, calls follow the shape of the dose curve; as a rule, active = well fitted curve in the direction sought with a large enough effect; inconclusive = small, poorly fitted or top-dose-only effect, or another doubt; inactive = no such curve, though single readings can be large; an effect the other way counts as inactive or inconclusive. Unless noted, % is scaled to controls: 0 for no effect and ±100 for the full control effect.
15-hLO-2 inh	PNC inhibitor	IMPase inh	12-hLO inh	molecule
.	12	.	2%	COc1cc(/C=C(\NC(=O)c2ccccc2)C(=O)NCC(=O)O)c([N+](=O)[O-])cc1OC
-6%	-18	?	1%	O=C(CSc1nnc(-c2ccncc2)n1CC1CCCO1)NCc1ccccc1 (stereo not given)
0%	13	19	-3%	O=C(CC1CCCC1)Nc1nnc(C2CC2)s1
-2%	?	1	-2%	O=C(NCC1COc2ccccc2O1)C1CCC(CNc2c(N3CCCCC3)c(=O)c2=O)CC1 (stereo not given)
4%	5	-4	-4%	CN1CCC(=NNC(=O)CSCc2ccccc2)CC1
22%	-24	-4	0%	CCOC(=O)c1c(CN2CCN(C)CC2)oc2ccc(OC)cc12
8%	?	0	-1%	CCCOc1ccc(-c2nc(N)n[nH]2)cc1
.	-9	9	-8%	Cc1cccc(C(=O)O/N=C2/CC3CCC2(C)C3(C)C)c1 (stereo not given)
1%	31	4	8%	CCCc1ccc(-c2cc(C(=O)NN3CCOCC3)c3ccccc3n2)cc1
?	-27	1	-9%	O=c1nc(/C=C/c2cc([N+](=O)[O-])ccc2Cl)cc(C(F)(F)F)[nH]1
8%	13	2	-3%	CCC(NC(=O)c1ccc([N+](=O)[O-])cc1[N+](=O)[O-])c1ccccc1 (stereo not given)
-4%	.	.	-1%	N#Cc1cccc(NC(=O)N2CCC3(CC2)CCN(C(=O)c2cccc(F)c2)CC3)c1
.	?	.	4%	CC(=O)Nc1sc(/C(C#N)=C/c2ccc(Cl)c(Cl)c2)nc1-c1ccc(C)cc1
.	36	3	1%	CN1C(=O)CC(C(=O)O)SC1=Nc1ccc(F)cc1 (stereo not given)
-4%	17	-3	-2%	COc1ccc(C2=NN(C(=O)c3cccc([N+](=O)[O-])c3)C(c3cccc([N+](=O)[O-])c3)C2)cc1 (stereo not given)
.	52	.	-9%	Cc1ccc(C(=O)NCC(=O)OCC(=O)Nc2ccccc2[N+](=O)[O-])cc1
7%[2.29 µM]	24	4	-2%	CC(=O)NCCOc1cccc2ccccc12
-6%	?	12	2%	N#C/C(=C1\CCCN1)c1nc(-c2ccccc2)cs1
.	?	.	-8%	O=C(OC(C(=O)Nc1ccc(Cl)c(C(F)(F)F)c1)c1ccccc1)C1=COCCO1 (stereo not given)
4%	3	12	-1%	CCCC(=O)N(CCc1ccccc1)Cc1nc2ccccc2c(=O)[nH]1

# The list goes on:
15-hLO-2 inh	PNC inhibitor	IMPase inh	12-hLO inh	molecule
.	45	-7	7%	Cc1cc(NC(=O)CSc2nc3ccccc3c(=O)n2CCCC(=O)NCc2ccccc2)n[nH]1
-4%	-16	?	-8%	CC(=O)N(Cc1cc2c(C)cc(C)cc2[nH]c1=O)C1CCCCC1
-1%	19	1	7%	O=C(Nc1nc(-c2ccccc2)ns1)c1cccs1
.	-11	1	-2%	COc1ccc(NC(=O)CSc2nnc(Cn3cnc([N+](=O)[O-])n3)n2C)cc1
-9%	-1	3	0%	O=C(C1CCN(C2CC(=O)N(Cc3ccccc3)C2=O)CC1)N1CCCCCC1 (stereo not given)
4%	-10	-2	0%	CC(C)N1CCc2c(sc(NC(=O)c3ccc(S(=O)(=O)N4CCOCC4)cc3)c2C#N)C1
.	-2	4	4%	CCN(CC)C(=O)Cn1cnc2ccccc2c1=O
3%	1	8	0%	CCCNC(=O)CC1C(=O)N(Cc2ccccc2)C(C)c2nc3ccccc3n21 (stereo not given)
.	1	.	2%	CC/C(=N/NC(=O)c1ccc(Br)cc1)c1ccc(OCCN2CCOCC2)cc1
-4%	-1	-4	1%	Nc1cccc(NC(=O)c2cccs2)c1
7%	?	4	-4%	COc1ccccc1CNC(=O)CN(C)CC(=O)Nc1cccc(F)c1
5%	11	1	-3%	COC(=O)C(NC(=O)C(C)Oc1ccccc1)C(C)C (stereo not given)
-9%	31	7	3%	Cc1ccc(O)c(NC(=O)c2ccco2)c1
0%[11.4 µM]	.	.	2%[11.4 µM]	CN(C)CCCNc1ncnc2nc[nH]c12
18%	-21	3	3%	CCC(C)C(NC(=O)C(N)CC(C)C)C(=O)NC(CCC(=O)OCc1ccccc1)C(N)=O (stereo not given)
4%	0	-4	-18%	COc1ccccc1C1C=C(c2ccc(Cl)cc2)Nc2nc(N3C(=O)CCC3=O)nn21 (stereo not given)
-1%	-7	-2	-9%	CN(C)C(=O)c1ccccc1Sc1ccc(Cl)cc1Cl
3%	0	4	4%	CC(C)C(NC(=O)c1ccc(Cl)cc1)C(=O)NC1=NCCS1 (stereo not given)
4%	-18	18	-1%	O=C(OCC(=O)N1CCN(C(=O)c2ccco2)CC1)c1cc(-c2ccc(F)cc2)nc2ccccc12
-1%	?	8	1%	Cc1ccc(-n2nc3c(c2NC(=O)c2ccc4c(c2)OCO4)CSC3)c(C)c1

# Further structures follow:
15-hLO-2 inh	PNC inhibitor	IMPase inh	12-hLO inh	molecule
-20%	38	6	-11%	Cc1c(N/C=C/C(=O)c2cccs2)c(=O)n(-c2ccccc2)n1C
19%	3	6	-5%	COc1cccc(NC(=S)NNC(=O)c2c([N+](=O)[O-])c(C)nn2C)c1
-3%	-15	0	-2%	CCOC(=O)c1c(C)[nH]c(C)c1C(=O)CSc1nc(N)cc(N)n1
.	-27	-2&8	4%	Cn1c(CN2CCCCC2)nc2cc(NC(=O)c3ccc(Cl)cc3)ccc21
0%	40	4	2%	Cc1nnc(NCCc2ccccc2)n(N)c1=O
3%	-81*	-11	1%	COc1ccccc1OC(=O)c1ccc2nsnc2c1
-3%	20	12	-4%	Cc1nnc(C)n1/N=C/c1ccc2c(c1)OCCO2
30%	?	13	-24%	O=C(CSc1nc2ccc(Cl)cc2[nH]1)c1ccc2c(c1)OCO2
-7%	49	-3	-6%	Cc1ccc(-n2nc(C)c3c2OC(N)=C(C#N)C3c2ccncc2)cc1 (stereo not given)
.	-16	4	-6%	C=CCC(NCc1ccccc1)c1ccccc1 (stereo not given)
.	-27	-3[0.369 µM]	-4%	Cc1ccc(Nc2nc3c(s2)CCC3)c(C)c1
.	5	-1	-2%	O=C(CCN1c2ccccc2Sc2ccccc21)Oc1ccccc1
.	?	.	6%	C/C(N)=C(/C#N)C(=O)COC(=O)c1cc(-c2cccc(Br)c2)nc2ccccc12
-5%	?	-1	2%	O=C(NCc1ccc2c(c1)OCO2)C1CCC(CNc2c(N3CCCC3)c(=O)c2=O)CC1 (stereo not given)
4%	?	3	-2%	CCC(=O)NCc1c(Cl)cccc1-n1cccc1
.	41	9	-13%	Oc1ccc(Br)cc1-c1cc(-c2ccccc2)n[nH]1
.	33	.	4%	Cc1cc(C)c2c(N)c(C(=O)c3ccc(Cl)cc3Cl)sc2n1
4%	?	9	-5%	Cc1noc(N)c1C(=O)Nc1ccccc1F
4%	?	5	0%	CCOC(=O)C1CCN(S(=O)(=O)c2ccc3c(c2)CCCN3C(C)=O)CC1
-1%	44	1	-7%	Cc1cc(C(=O)Nc2ccccc2)oc1C

# Next structures.
15-hLO-2 inh	PNC inhibitor	IMPase inh	12-hLO inh	molecule
-8%	-19	-20	-1%	N/C(=N\OS(=O)(=O)c1ccccc1)c1ccncc1
-5%	-11	9	7%	CCCN(CCO)Cc1ccc(Cl)c(Cl)c1
-9%	?	9	-6%	CCOc1ccccc1NC(=O)COn1nnc2ccc(Cl)cc21
-3%	-102*	-7	0%	O=C(NCC1CCCO1)C1CCC(=O)N1CCc1ccccc1 (stereo not given)
-5%	36	1	0%	O=C(COc1ccc(Cl)cc1)N1CCN(C(=O)c2cccc(F)c2)CC1
21%	1	0	8%	Cc1ccc(NC(=O)N(CCCN2CCOCC2)Cc2cccs2)cc1C
.	-16	.	4%	CS(=O)(=O)N(Cc1ccc(C(=O)NN=C2CCCC2)cc1)c1ccccc1
26%	-18	4	8%	Cc1ccc(S(=O)(=O)n2c(CN3CCCC(C)C3)nc3ccccc32)cc1 (stereo not given)
4%	28	-7	5%	COc1ccc2[nH]c3c(N4CC(C)OC(C)C4)ncnc3c2c1 (stereo not given)
-1%	-15	-4	2%	COC(=O)c1cc(S(=O)(=O)N2CCOCC2)c(Cl)cc1N1CCOCC1
?	134	0	-24%	N#CC1=C(N)SC2(CCCCC2)SC1c1ccccc1 (stereo not given)
0%	?	-9	-5%	CC1(C)N([O-])C(c2ccccc2)=C[N+](=O)C1(C)C
3%	?	5	-4%	O=C(CCc1nc2ccccc2c(=O)[nH]1)OCc1nnc(-c2ccccc2)o1
-1%	-22	-9	-3%	O=c1[nH]c2ccccc2cc1-c1noc(-c2cccnc2)n1
.	51	.	1%	CCN1C(=O)C(C)S/C1=N\S(=O)(=O)c1ccc(F)cc1 (stereo not given)
-1%	-81*	5	-5%	Cc1nc(C)c(C(=O)C2=C(O)C(=O)N(CCCN(C)C)C2c2ccco2)s1 (stereo not given)
1%	?	-6	5%	Cn1cnnc1SCC(=O)Nc1ccc(Br)cc1F
.	2	.	-6%	CSCc1ccc(C(=O)NCc2ccc(C)cc2)cc1
-1%	41	-4	4%	CCc1nnc(NC(=O)c2ccc(-c3cccc(C(F)(F)F)c3)o2)s1
-5%	5	-20	0%	COCCOC(=O)C1=C(C)NC2=C(C(=O)CC(C)(C)C2)C1c1cc2c(cc1Br)OCO2 (stereo not given)

# (further entries)
15-hLO-2 inh	PNC inhibitor	IMPase inh	12-hLO inh	molecule
7%	5	2	-3%	Cc1ccc(S(=O)(=O)NCc2nc3ccccc3[nH]2)cc1
-8%	12	-6	-18%	Nn1c(SCC(=O)Nc2ccc(F)c(F)c2)nnc1C1CCCCC1
-2%	-1	8	8%	COc1cc2c(cc1OC)C1(NCC2)C(=O)Nc2ccccc21 (stereo not given)
.	?	-5	1%	O=C(Nc1cccc(C(F)(F)F)c1)C1(c2ccccc2)CC1
.	?	.	-2%	CCN1CCN(c2nc(Nc3ccc(C)c(C)c3)nc(N)c2[N+](=O)[O-])CC1
-11%	-25	17	5%	COc1cc(OC)c(NC(=O)Cn2cccc2)cc1Cl
.	14	.	0%	CCc1cc2c(=O)[nH]c(-c3ccncc3)nc2s1
7%	36	7	0%	CCN1CCN(S(=O)(=O)c2ccc3ccccc3c2)CC1
3%	66	-2	2%	Clc1ccc(-c2ccc(SCc3ccccn3)nn2)cc1
-7%	25	-5	-4%	O=C(O)C1CCCCC1C(=O)Nc1cccc(Cl)c1Cl (stereo not given)
.	?	10	-5%	COc1ccc(N(C(=O)CCl)C(C(=O)NCCc2ccccc2)c2cccs2)cc1Cl (stereo not given)
.	-1	4	-6%	CCOc1ccc(C(=S)N2CCOCC2)cc1OC
1%	-13	2	-7%	Cc1sc2ncnc(NCCCO)c2c1C
10%	27	9	0%	Cc1csc(NC(=O)CSc2nnc(CCNC(=O)c3ccc(Cl)c(Cl)c3)n2C)n1
13%	35	9	2%	Cc1ccc(-n2nc(C)c3c(C)c(CCC(=O)NCc4ccco4)c(C)nc32)cc1
.	24	13	-1%	O=C1CC(C(F)(F)C(F)(F)C(F)(F)F)=Nc2ccccc2N1
.	39	.	-5%	CCc1ccccc1N(C)S(=O)(=O)c1ccc2[nH]cc(C(=O)N3CCc4ccccc43)c(=O)c2c1

# Compound activity deposited in PubChem by National Center for Advancing Translational Sciences (NCATS).

# The list is partial; rates above refer to the full screens.
